# Assay outcomes as filed in PubChem.
# PglD DTNB = C. jejuni PglD acetyltransferase inhibitors, primary screen, biochemical, DTNB colorimetric, single point; purified PglD enzyme, DTNB colorimetric CoA detection; inhibition, % at 12.5 µM; hit rate 0.098% among 360,000; in the data active means inhibition above about 16%, passing the limit was not always enough; further: strong numbers were not always called active
# LGR2 antag = inhibitors of bursicon-induced LGR2 CRE-luciferase signal, primary screen, cell-based, HEK293, CRE-luciferase reporter, bursicon stimulation. bursicon-stimulated, 4 h. hit rate 0.35% among 380,000. inhibition, % at 9.99 µM. Drosophila bursicon receptor LGR2 (rickets);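 active means drop in luminescence signal, shown as inhibition above about 50% in the replicate tests, limit read from the data, passing the limit was not always enough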;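 further: agonist challenge used bursicon conditioned medium at about half maximal strength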
# EWS-Fli inh = EWS/Fli-driven NR0B1 reporter inhibitors, primary screen, A673 cells, NR0B1 luciferase, luminescence, MLPCN library | viability-normalised | hit rate 0.67% among 350,000 | inhibition, % at 12.6 µM;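 active means mean inhibition of at least 50% after viability correction, with every replicate also passing that limit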;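 further: firefly luciferase signal divided by Alamar Blue viability fluorescence both relative to DMSO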
# ERAP1 inh = human ERAP1 aminopeptidase inhibitors, primary screen, biochemical, single point, plate reader. AID 652197, 2013. Endoplasmic reticulum aminopeptidase 1 (Homo sapiens), Q9NZ08. hit rate 0.15% among 340,000. recombinant ERAP1, Leu-AMC fluorescence, 60 min. inhibition, % at 10.7 µM;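 active means mean replicate inhibition of at least 30%, or all replicates individually reaching that 30% level; inactive means mean below 30% and not every replicate reaching it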;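 further: 0% = neutral control wells and 100% = L-leucinethiol positive control wells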
# Target sequence (Q9NZ08 whole entry, looked up): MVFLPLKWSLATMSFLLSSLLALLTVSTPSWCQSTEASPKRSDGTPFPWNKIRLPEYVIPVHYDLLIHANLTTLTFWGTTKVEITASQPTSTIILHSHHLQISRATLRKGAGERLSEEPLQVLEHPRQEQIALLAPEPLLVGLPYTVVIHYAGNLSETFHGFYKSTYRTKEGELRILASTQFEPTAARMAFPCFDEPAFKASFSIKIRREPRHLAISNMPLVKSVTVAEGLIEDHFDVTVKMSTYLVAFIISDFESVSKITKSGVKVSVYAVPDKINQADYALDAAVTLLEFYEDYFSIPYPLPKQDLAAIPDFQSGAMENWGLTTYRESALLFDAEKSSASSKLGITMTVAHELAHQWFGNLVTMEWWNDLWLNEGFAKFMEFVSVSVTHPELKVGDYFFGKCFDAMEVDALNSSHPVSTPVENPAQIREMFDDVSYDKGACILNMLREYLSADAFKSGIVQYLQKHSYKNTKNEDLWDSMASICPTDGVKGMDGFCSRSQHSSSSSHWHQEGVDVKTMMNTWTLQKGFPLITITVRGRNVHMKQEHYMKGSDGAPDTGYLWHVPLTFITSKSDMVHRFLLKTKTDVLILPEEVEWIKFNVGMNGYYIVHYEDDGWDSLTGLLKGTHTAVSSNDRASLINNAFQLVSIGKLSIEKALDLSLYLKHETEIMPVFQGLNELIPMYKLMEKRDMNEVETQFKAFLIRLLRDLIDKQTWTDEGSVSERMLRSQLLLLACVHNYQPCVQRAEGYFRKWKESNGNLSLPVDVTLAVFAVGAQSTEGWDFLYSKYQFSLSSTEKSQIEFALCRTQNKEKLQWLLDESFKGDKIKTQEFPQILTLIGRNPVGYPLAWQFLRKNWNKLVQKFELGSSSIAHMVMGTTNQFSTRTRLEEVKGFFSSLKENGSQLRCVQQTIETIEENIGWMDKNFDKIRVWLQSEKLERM
# PAX8 inh HTS = inhibitors of PAX8-driven TPO luciferase reporter, primary screen, RMG-I cells, single concentration; SteadyGlo, 24 h; inhibition, % at 12.6 µM; hit rate 1.2% among 360,000;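 active means mean replicate inhibition at least 60% with every replicate also reaching 60%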;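 further: luciferase light reporting Pax8 driven TPO promoter activity; plate controls were median of neutral control wells for no effect and mitoxantrone controls for full effect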
# FN deposition inh = inhibitors of fibronectin matrix deposition, primary screen, AH1F cells, Alexa488-fibronectin fluorescence, plate reader; AH1F fibroblasts, overnight; hit rate 0.086% among 350,000; AID 743247, 2014; inhibition, % at 12.6 µM;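 active means mean inhibition across replicates of 30% or more, regardless of how many single replicates reach that level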;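 further: positive control wells lacked labelled fibronectin entirely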
#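 Material: AH1F fibroblast monolayer depositing Alexa488-labelled fibronectin into matrix / Amount: 10000 AH1F cells per well / Signal: fluorescence 485/525 nm / Medium: DMEM, 2% serum / Compound: single dose, pinned / Incubation: 1 h cell adhesion before compound, then overnight fibronectin incubation / Reagent: Alexa488-FN, 24 nM final / Read-out: inhibition of fibronectin deposition signal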
# PGC1a acetyl inh = inhibitors of PGC1a acetylation signal, primary screen, cell-based, U2OS, AlphaScreen, inhibitor mode; AlphaScreen anti-acetyl-lysine; with virally co-expressed GCN5 acetyltransferase; inhibition, % at 15.6 µM; hit rate 0.17% among 350,000; AID 651687, 2012;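 active means every replicate shows inhibition of at least 40%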;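 further: 0% = neutral control wells and 100% = positive control wells; some results beyond the cut were filed as inactive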
# S100A4 MyoIIA = inhibitors of S100A4-myosin IIA peptide binding, primary screen, biochemical, fluorescence polarization, TAMRA-MyoIIA peptide; hit rate 0.14% among 360,000; inhibition, % at 10.7 µM; AID 652163, 2013;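 active means mean inhibition of at least 70% across replicates, with every replicate also reaching that level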
# Target sequence (P26447 whole entry, looked up): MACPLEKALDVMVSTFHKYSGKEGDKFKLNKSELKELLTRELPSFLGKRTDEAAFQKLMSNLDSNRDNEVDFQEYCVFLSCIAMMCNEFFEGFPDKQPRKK
#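 Material: S100A4 monomer protein | Medium: HEPES pH 7.2 with CaCl2, KCl, NaCl, DTT, Triton | Reagent: Labelled myosin peptide probe, 5 nM | Doses: One dose per compound | Times: 5 min incubation before reading | Benchmarks: Neutral control DMSO, positive control TFP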
# * hit, by the source's call; nt = not tested or not shown.
1	CC(C)C(NC(=O)c1cccc(S(=O)(=O)N2CCOCC2)c1)C(=O)NCc1ccc(Cl)cc1 (stereo unspecified)
2	COc1ccc(CN(C)C(=O)CC(c2ccccc2)c2ccccc2)cc1
3	Cc1noc(C)c1NC(=O)N(C)C[C@H]1OCCCC[C@@H](C)Oc2ccc(NC(=O)Cc3ccccc3)cc2C(=O)N([C@H](C)CO)C[C@@H]1C
4	Cc1ccc(S(=O)(=O)N[C@@H]2CC[C@H](CCn3cc(C(C)C)nn3)O[C@H]2CO)cc1
5	Cc1occc1C(=O)N/N=C/c1cccs1
6	Cc1cc(N)n(Cc2ccc(Cl)cc2)n1
Compound,1,2,3,4,5,6
PglD DTNB,2,-17,0,-1,-2,nt
LGR2 antag,5,-6,0,2,-28,-2
EWS-Fli inh,3,5,-6,5,-88,14
ERAP1 inh,5,-3,2,2,2,-4
PAX8 inh HTS,2,7,nt,-8,nt,-6
FN deposition inh,9,0,nt,nt,nt,-9
PGC1a acetyl inh,-3,-14,-1,-4,-1,-4
S100A4 MyoIIA,-5,-2,-3,-31,-2,-1

7	CC(C)(C)OC(=O)[C@H](CCCCN)NC(=O)c1nc[nH]c1C(=O)NCCCCCN
8	O=C(C[C@H]1CC[C@@H](NC(=O)C2CCOCC2)[C@H](CO)O1)NCc1ccncc1
9	COC(=O)c1ccccc1NC(=O)CN1CCCCCC1
10	O=C(COC(=O)/C=C/c1ccc2c(c1)OCO2)NCc1ccccc1
11	Cc1cc(Br)cn2c(Cc3ccccc3)c(-c3ccc(C#N)cc3)nc12
12	C[C@@H]1CN([C@H](C)CO)C(=O)c2cc(-c3cccc(F)c3)cnc2O[C@@H]1CN(C)C(=O)Nc1ccccc1F
Compound,7,8,9,10,11,12
PglD DTNB,7,nt,2,9,-1,0
LGR2 antag,2,-2,3,1,nt,1
EWS-Fli inh,-6,13,8,-3,-1,-8
ERAP1 inh,-1,1,4,-1,-1,3
PAX8 inh HTS,-11,nt,11,3,-2,10
FN deposition inh,-15,nt,5,-3,3,nt
PGC1a acetyl inh,nt,3,-5,nt,0,2
S100A4 MyoIIA,-8,-8,12,-1,-2,-9

# Grouped by structure: those above with a Cl atom (two)
1	CC(C)C(NC(=O)c1cccc(S(=O)(=O)N2CCOCC2)c1)C(=O)NCc1ccc(Cl)cc1 (stereo unspecified)
6	Cc1cc(N)n(Cc2ccc(Cl)cc2)n1
Compound,1,6
PglD DTNB,2,nt
LGR2 antag,5,-2
EWS-Fli inh,3,14
ERAP1 inh,5,-4
PAX8 inh HTS,2,-6
FN deposition inh,9,-9
PGC1a acetyl inh,-3,-4
S100A4 MyoIIA,-5,-1

# Next part:
13	NC(=O)CSc1nc2cc(S(=O)(=O)N3CCOCC3)ccc2o1
14	C[C@@H]1CN([C@@H](C)CO)C(=O)c2cccc(NS(=O)(=O)c3ccc(F)cc3)c2O[C@H]1CN(C)S(=O)(=O)c1cn(C)cn1
15	Cc1ccc(-c2cnc3c(c2)C(=O)N([C@H](C)CO)C[C@H](C)[C@@H](CN(C)C(=O)c2ccccc2)O3)cc1
16	CCc1c(O)nc(SCC(=O)Nc2ccccc2)n(-c2ccccc2C)c1=O
17	COc1ccc(-n2nc(C(=O)NCC(=O)N3CCN(c4ccccc4)CC3)c3ccccc3c2=O)c(OC)c1
18	O=C(NCc1cccnc1)c1cc(C2CCCN(C(=O)c3cccc(O)c3)C2)on1 (stereo unspecified)
Compound,13,14,15,16,17,18
PglD DTNB,1,-4,-2,-4,-3,1
LGR2 antag,-3,-9,3,-4,-14,3
EWS-Fli inh,2,-22,3,-5,-27,4
ERAP1 inh,2,-1,1,2,3,0
PAX8 inh HTS,0,1,18,12,-55,4
FN deposition inh,-1,nt,1,6,-2,nt
PGC1a acetyl inh,-5,-3,-11,-7,nt,5
S100A4 MyoIIA,-3,-10,8,-6,3,-2

19	Cc1nonc1C(=O)N1CCCC(N2CCN(c3ccc(F)cc3)CC2)C1 (stereo unspecified)
20	COCCn1c(SCC(=O)NC(=O)Cc2ccccc2)nc2ccccc2c1=O
21	CC(Oc1ccccc1)C(=O)N=C1SC2CS(=O)(=O)CC2N1c1ccccc1 (stereo unspecified)
22	COc1ccc(S(=O)(=O)N(Cc2cccnc2)Cc2cc3ccccc3[nH]c2=O)cc1
23	COc1ccc2cc(C(=O)C3CCCN(C(=O)c4sc(C)nc4C)C3)ccc2c1 (stereo unspecified)
24	CCOc1ccc(NC(=O)c2ccc(NC(=O)CN3C(=O)C(=O)N(CC(C)C)C3=O)cc2)cc1
Compound,19,20,21,22,23,24
PglD DTNB,6,-4,4,-2,4,-9
LGR2 antag,8,-8,14,19,2,3
EWS-Fli inh,4,-4,-9,nt,nt,-1
ERAP1 inh,1,-3,-5,0,-2,-3
PAX8 inh HTS,0,0,-8,5,6,-9
FN deposition inh,13,1,-6,4,10,13
PGC1a acetyl inh,nt,-6,nt,6,nt,2
S100A4 MyoIIA,3,-1,-2,-2,-5,-2

25	Cc1csc(=O)n1CC(=O)Nc1ccc(Cl)c(Cl)c1
26	Cc1ccccc1Nc1nc(N)nc(COC(=O)/C=C/c2ccco2)n1
27	CCn1nc(C(=O)N2CCc3ccccc3C2)c2ccccc2c1=O
28	C[C@@H]1COc2cc(N3CCCC3)ccc2S(=O)(=O)N1
29	O=C(NCc1ccccc1)c1ccc(N2CCC3(CC2)CC(c2ccccc2)=NO3)c([N+](=O)[O-])c1
30	CC1=C(C(=O)c2ccccc2)C(c2ccc(O)cc2)NC(=S)N1 (stereo unspecified)
Compound,25,26,27,28,29,30
PglD DTNB,2,nt,4,nt,0,nt
LGR2 antag,-1,8,nt,-1,-8,-4
EWS-Fli inh,4,-1,nt,-3,13,10
ERAP1 inh,-3,2,nt,-7,-2,nt
PAX8 inh HTS,-9,15,13,-21,7,10
FN deposition inh,-1,nt,-1,11,2,-4
PGC1a acetyl inh,0,nt,-3,nt,0,-11
S100A4 MyoIIA,6,3,nt,7,-17,-2

31	CC(NS(=O)(=O)c1cccc(Cl)c1)C(=O)N(C)C1CCN(C)CC1 (stereo unspecified)
32	C=CCOc1ccccc1CNCCNC(=O)c1nonc1N
33	CN1CCN(C(=O)C[C@@H]2CC[C@@H](NC(=O)c3ccc4c(c3)OCO4)[C@@H](CO)O2)CC1
34	CCS(=O)(=O)NCC[C@H]1CC[C@H](NC(=O)C2CC2)[C@@H](CO)O1
35	CN(C)c1ccnc(Nc2ccc(F)cc2)c1C#N
36	COc1ccc2c3c(n(C)c2c1)[C@H](CO)N(C(=O)c1ccc(F)cc1)CC31CN(CC2CCOCC2)C1
Compound,31,32,33,34,35,36
PglD DTNB,nt,nt,-4,nt,0,nt
LGR2 antag,nt,-1,-3,5,-9,0
EWS-Fli inh,-8,4,-8,-3,-10,-7
ERAP1 inh,-3,-1,-1,-3,0,-2
PAX8 inh HTS,2,-10,-3,nt,-10,10
FN deposition inh,3,-2,13,nt,nt,2
PGC1a acetyl inh,nt,-2,4,2,-2,2
S100A4 MyoIIA,-5,1,2,18,2,-6

37	CC1(C(=O)NC2CCN(Cc3ccccc3)CC2)CCN1Cc1ccc(OC(F)(F)F)cc1 (stereo unspecified)
38	Cc1cccn2cc(-c3cccc(S(=O)(=O)N4CCOCC4)c3)nc12
39	O=C(O)Cc1ccc(NC(=O)c2ccc(NC(=O)C3CC3)cc2)cc1
40	CCc1ccc(CN2C(=O)c3ccccc3C2C(=O)NC(C)CC)cc1 (stereo unspecified)
41	CC(C)[C@H](NC(=O)OC(C)(C)C)c1cc(C(=O)N(C)CCN(C)C)c(N)s1
42	Cc1ccc(-n2c(O)c(C=NCc3ccccn3)c3ccccc3c2=O)cc1C
Compound,37,38,39,40,41,42
PglD DTNB,-2,0,4,-4,nt,nt
LGR2 antag,-7,1,7,7,-1,-2
EWS-Fli inh,8,nt,3,12,-8,30
ERAP1 inh,-2,1,-8,-2,nt,5
PAX8 inh HTS,9,-4,-3,10,9,20
FN deposition inh,0,1,2,9,nt,nt
PGC1a acetyl inh,10,-4,-4,-4,nt,nt
S100A4 MyoIIA,-2,-1,-1,7,7,2

43	Cc1ccc(C2=NN(C(=O)c3ccco3)C(O)(C(F)(F)F)C2)cc1 (stereo unspecified)
44	CCOc1ccc(OCc2nnc(SCC(=O)NC3CCS(=O)(=O)C3)n2-c2ccc(Cl)cc2)cc1 (stereo unspecified)
45	CC[C@]12c3[nH]c4ccc(OC)cc4c3CCN1C(=O)C(CC(=O)NCCCn1ccnc1)C[C@@H]2C(=O)N1CCN(C(=O)c2ccco2)CC1 (stereo partly specified)
46	COc1ccc(C)cc1N(CC(=O)NCCSCc1cccc(Cl)c1)S(C)(=O)=O
47	CC(=O)N1CCc2cc(S(=O)(=O)CCC(=O)N3CCN(c4ccccc4)CC3)ccc21
48	COc1ccc(C(=O)Nc2ccccc2C(=O)N/N=C/c2ccco2)cc1
Compound,43,44,45,46,47,48
PglD DTNB,-8,nt,2,0,2,nt
LGR2 antag,nt,9,2,-6,6,8
EWS-Fli inh,5,4,11,16,2,-6
ERAP1 inh,-1,6,15,-1,0,-3
PAX8 inh HTS,2,7,-14,19,20,-11
FN deposition inh,1,-4,1,11,-5,2
PGC1a acetyl inh,9,nt,-8,-8,10,nt
S100A4 MyoIIA,1,-2,2,-10,-7,2

49	CCCCn1nc2cc(C(=O)NCc3ccc(C(F)(F)F)cc3C(F)(F)F)ccc2c1OCC
50	N#Cc1ccc(C23CC4(C2)[C@H](CN(Cc2ccc(C(F)(F)F)cc2)[C@@H]4c2ccccc2)C3c2ccccc2)cc1 (stereo partly specified)
51	COc1ccc(S(=O)(=O)N(C)C[C@H]2Oc3ccc(NS(=O)(=O)c4cccs4)cc3C(=O)N([C@@H](C)CO)C[C@H]2C)cc1
52	Cc1ccc(NC2CCCN(C(=O)c3cnsn3)C2)cc1C (stereo unspecified)
Compound,49,50,51,52
PglD DTNB,1,-1,-1,3
LGR2 antag,2,6,-18,-37
EWS-Fli inh,-1,3,-13,-2
ERAP1 inh,-3,3,2,3
PAX8 inh HTS,-20,9,nt,-5
FN deposition inh,-6,-14,nt,9
PGC1a acetyl inh,-7,nt,0,-7
S100A4 MyoIIA,2,-5,10,1

# Structural class, those above containing two or more sulfur atoms.
13	NC(=O)CSc1nc2cc(S(=O)(=O)N3CCOCC3)ccc2o1
14	C[C@@H]1CN([C@@H](C)CO)C(=O)c2cccc(NS(=O)(=O)c3ccc(F)cc3)c2O[C@H]1CN(C)S(=O)(=O)c1cn(C)cn1
21	CC(Oc1ccccc1)C(=O)N=C1SC2CS(=O)(=O)CC2N1c1ccccc1 (stereo unspecified)
44	CCOc1ccc(OCc2nnc(SCC(=O)NC3CCS(=O)(=O)C3)n2-c2ccc(Cl)cc2)cc1 (stereo unspecified)
46	COc1ccc(C)cc1N(CC(=O)NCCSCc1cccc(Cl)c1)S(C)(=O)=O
51	COc1ccc(S(=O)(=O)N(C)C[C@H]2Oc3ccc(NS(=O)(=O)c4cccs4)cc3C(=O)N([C@@H](C)CO)C[C@H]2C)cc1
Compound,13,14,21,44,46,51
PglD DTNB,1,-4,4,nt,0,-1
LGR2 antag,-3,-9,14,9,-6,-18
EWS-Fli inh,2,-22,-9,4,16,-13
ERAP1 inh,2,-1,-5,6,-1,2
PAX8 inh HTS,0,1,-8,7,19,nt
FN deposition inh,-1,nt,-6,-4,11,nt
PGC1a acetyl inh,-5,-3,nt,nt,-8,0
S100A4 MyoIIA,-3,-10,-2,-2,-10,10
